# Screening results: PubChem BioAssay, several laboratories
# PPC-1+TRAIL kill = PPC-1 cancer cell killing with TRAIL present. cell killing (% activity), % at 4 µM. 0.41% of 220,000 active. AID 1443. PPC-1 cells + TRAIL, ATPLite viability luminescence;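 active = cell killing above 50% in the first pass at 4 µM, then a duplicate retest at 5 µM averaging 50% or more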;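 also: plate controls were cells with TRAIL plus DMSO for no effect and medium-only wells lacking cells for full effect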
# BaF3 parental = parental Ba/F3 viability inhibition as JAK2V617F counter-screen | CellTiter-Glo ATP luminescence | inhibition, % at 5.6 µM | 1.1% of 220,000 active | AID 1486;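 active = inhibition above a per-campaign cutoff, the mean inhibition of all tested compounds plus 3 SD, cut at about 27% in these data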;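 also: 0% = DMSO wells and 100% = JAK Inhibitor I control wells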
# RBBP9 inhibitor = blocks human serine hydrolase RBBP9 | O75884 | recombinant RBBP9, FP-Rh probe fluorescence polarization | inhibition, % at 7.94 µM | 0.2% of 220,000 active;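 active = inhibition above the campaign mean of all tested compounds plus 3 SD, cut at about 14% in these data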;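 also: plate controls were DMSO wells with RBBP9 for no effect and wells lacking RBBP9 protein for full effect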
#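 System: RBBP9 protein | Quantity: 2.5 µM RBBP9 dispensing solution, before mixing | Reagent: FP-Rh probe, 375 nM dispensing solution | Timing: Enzyme-compound preincubation 30 min, then probe labeling 45 min, 25 °C | Measured by: Fluorescence polarization | Read-out: % inhibition | Replication: One well per compound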
# p97 inhibitor = human p97 ATPase inhibition; AID 1481; 0.42% of 220,000 active; inhibition, % at 8 µM; recombinant p97 ATPase, Kinase-Glo ATP luminescence, 3 h; in the data active = inhibition above about 15%;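 also: 0% = DMSO vehicle and 100% = wells lacking enzyme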
# Ba/F3 V617F tox = loss of viability in JAK2V617F-driven Ba/F3 cells; Ba/F3 EpoR-JAK2V617F viability, ATP luminescence; inhibition, % at 5.6 µM; 1.1% of 220,000 active; AID 1446;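 active = inhibition above the campaign mean plus 3 SD over all tested compounds, cut at about 24% in these data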;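 also: cytokine-independent growth of Ba/F3 cells driven by EpoR plus mutant JAK2; 0% = DMSO-treated cells and 100% = JAK inhibitor I control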
# Furin inhibitor = inhibitors of human furin; AID 463115; 0.061% of 220,000 active; P09958; purified furin, fluorogenic substrate cleavage; inhibition, % at 30 µM; in the data active = inhibition above about 25%; also: inactives centre near -15
# Target sequence (P09958 108-714 limits assumed): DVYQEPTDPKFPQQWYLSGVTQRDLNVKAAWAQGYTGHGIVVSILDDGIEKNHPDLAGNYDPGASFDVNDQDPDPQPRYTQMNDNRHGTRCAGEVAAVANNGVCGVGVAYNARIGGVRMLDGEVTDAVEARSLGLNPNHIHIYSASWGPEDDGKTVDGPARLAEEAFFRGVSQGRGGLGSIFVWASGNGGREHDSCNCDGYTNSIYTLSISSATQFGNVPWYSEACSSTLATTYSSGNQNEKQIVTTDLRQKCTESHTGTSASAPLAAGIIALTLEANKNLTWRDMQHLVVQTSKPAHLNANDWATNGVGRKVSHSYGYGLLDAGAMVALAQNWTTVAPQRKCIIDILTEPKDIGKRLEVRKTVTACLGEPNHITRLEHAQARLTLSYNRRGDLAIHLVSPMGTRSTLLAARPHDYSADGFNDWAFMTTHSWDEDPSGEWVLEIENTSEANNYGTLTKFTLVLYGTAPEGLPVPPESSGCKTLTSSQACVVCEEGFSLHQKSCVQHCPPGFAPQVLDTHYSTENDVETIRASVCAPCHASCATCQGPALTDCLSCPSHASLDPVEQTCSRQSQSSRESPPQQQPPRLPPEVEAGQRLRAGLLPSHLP
# EP2 antag = blocks the human prostaglandin E2 receptor EP2; P43116; C6 glioma cells expressing human EP2, cAMP TR-FRET; cells stimulated with saturating PGE2; inhibition, % at 25 µM; 0.52% of 260,000 active; AID 1422;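 active = percent inhibition above 40 after rounding to a whole number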;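 also: rat C6 glioma host cells with rolipram phosphodiesterase inhibitor present; the protocol text gives 20 µM as final concentration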
# TbHK1 inh = blocks Trypanosoma brucei hexokinase 1 activity. recombinant TbHK1, G6PDH-coupled NADH A340. inhibition, % at 10 µM. 0.11% of 220,000 active. AID 1430;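 active = inhibition of 50% or more in the single-dose primary screen; inactive = inhibition below 50%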
# NCF1 inh = blocks human p47phox regulatory protein of NADPH oxidases | P14598 | p47phox/p22phox peptide binding, fluorescence polarization, 2 h | inhibition, % at 24.7 µM | 0.53% of 220,000 active | AID 1274;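 active = inhibition above about 30%, limit read from the data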;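 also: 0% = p47phox with labelled peptide and 100% = labelled peptide alone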
# Target sequence (P14598 whole entry, looked up): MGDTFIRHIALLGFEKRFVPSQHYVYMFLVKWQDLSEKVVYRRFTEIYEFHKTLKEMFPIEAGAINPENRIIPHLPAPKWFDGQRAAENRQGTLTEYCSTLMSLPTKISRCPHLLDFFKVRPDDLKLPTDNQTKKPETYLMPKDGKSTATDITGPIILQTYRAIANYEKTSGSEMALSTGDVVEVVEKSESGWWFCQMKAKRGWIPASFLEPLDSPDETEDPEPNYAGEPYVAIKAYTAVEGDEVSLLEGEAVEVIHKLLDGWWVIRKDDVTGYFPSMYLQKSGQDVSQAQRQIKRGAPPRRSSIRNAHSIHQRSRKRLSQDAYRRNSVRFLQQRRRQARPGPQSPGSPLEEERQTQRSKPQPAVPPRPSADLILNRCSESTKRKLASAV
# Starred values were filed as active, the others as inactive; nt = not tested or not shown; & = joins results of further samples; [ ] = dose if it differs, or a comment. Some of the compounds tested; the hit share may differ from the screen's.
1: CCC(=O)c1ccc(O)c(OC)c1
2: O=C(Nc1nnc(-c2ccccn2)o1)c1cccc(Br)c1
3: CCOC(=O)C1=C(C)N(CC(C)C)C(=O)C1
4: Cc1ccccc1NC(=S)N/N=C/c1ccc(O)cc1O
5: CC(=O)c1cccc(NC(=O)C(CC(C)C)NC(=O)C2CCCCC2)c1 (stereo unspecified)
6: Nc1c(C(=O)Nc2ccccc2)sc2nc(-c3cccnc3)ccc12
7: COC(=O)c1cccc(C23CC4(C2)[C@H](CN(Cc2cccnc2)[C@@H]4c2ccccc2)C3c2ccccc2)c1 (stereo partly specified)
8: O=C(CN(Cc1ccco1)C(=O)CNS(=O)(=O)c1ccc(F)cc1)NCc1ccc(F)cc1

assay / compound	1	2	3	4	5	6	7	8
PPC-1+TRAIL kill	10	-8	-11	9	8	22	6	23
BaF3 parental	0	4	4	3	-1	-5	nt	-1
RBBP9 inhibitor	0	-7	0	1	8	-5	nt	-3
p97 inhibitor	1	8	3	11	-1	1	nt	1
Ba/F3 V617F tox	2	-2	-5	0	-4	4	nt	-1
Furin inhibitor	-25	-17	-31	8	-19	-15	-32	-22
EP2 antag	19&4	5	3	15	4	8	16	8
TbHK1 inh	-33	-14	-1	-49	-2	-29	-8	0
NCF1 inh	5	-13	-7	-22	1	-9	-32	-8

# From entry 1 to 2, copied from above:
1: CCC(=O)c1ccc(O)c(OC)c1
2: O=C(Nc1nnc(-c2ccccn2)o1)c1cccc(Br)c1

assay / compound	1	2
PPC-1+TRAIL kill	10	-8
BaF3 parental	0	4
RBBP9 inhibitor	0	-7
p97 inhibitor	1	8
Ba/F3 V617F tox	2	-2
Furin inhibitor	-25	-17
EP2 antag	19&4	5
TbHK1 inh	-33	-14
NCF1 inh	5	-13

# More entries follow:
9: CC(=O)c1c(C)[nH]c(C(=O)CSc2nnc3ccccn23)c1C
10: CCN(CC)c1nc2ccccc2c(N)c1-c1ccccc1
11: Cc1scc(-c2n[nH]c(=S)n2Cc2ccccc2)c1C
12: COc1cccc(NC(=O)CSc2nnc3cc(C)nc(N)n23)c1
13: O=C(Cc1c(O)c2ccccc2[nH]c1=O)N(Cc1ccccc1)Cc1ccccc1
14: CC1CC(C)(C)NC(=S)N1CCC(=O)N1CCN(Cc2ccccc2)CC1 (stereo unspecified)
15: Cc1cc(C)c(CN2CCN(Cc3ccc(C)o3)C(CCO)C2)c(-n2cccn2)c1 (stereo unspecified)
16: CCc1ccc(C2CC(=O)Nc3c2c(=O)nc2c(C)cccn32)cc1 (stereo unspecified)

assay / compound	9	10	11	12	13	14	15	16
PPC-1+TRAIL kill	4	-3	-1	15	9	10	32	8
BaF3 parental	2	-1	6	3	7	1	10	6
RBBP9 inhibitor	5	-8	-5	4	-3	6	-4	-5
p97 inhibitor	5	6	-9	3	-5	8	-3	1
Ba/F3 V617F tox	-1	-1	5	3	3	-1	3	-1
Furin inhibitor	-10	15[20 µM]	-5	-16	1[20 µM]	-23	-13	-17
EP2 antag	10	17	2	7	6	16	12	9
TbHK1 inh	-13	-13	3	3	5	-1	5	-16
NCF1 inh	-3	-9	-7	-2	5	-6	8	-2

# Only Furin inhibitor and NCF1 inh, for four of the compounds above:
item | SMILES | Furin inhibitor | NCF1 inh
9 | CC(=O)c1c(C)[nH]c(C(=O)CSc2nnc3ccccn23)c1C | -10 | -3
10 | CCN(CC)c1nc2ccccc2c(N)c1-c1ccccc1 | 15[20 µM] | -9
11 | Cc1scc(-c2n[nH]c(=S)n2Cc2ccccc2)c1C | -5 | -7
12 | COc1cccc(NC(=O)CSc2nnc3cc(C)nc(N)n23)c1 | -16 | -2

# Next section
17: CCOC(=O)c1c2n(c3ccc(O)cc13)CCC2
18: O=c1c2ccccc2nnn1CSc1nnc(-c2ccco2)o1
19: COc1cc(C(=O)NCc2ccc3c(c2)OCO3)ccc1OCc1c(C)noc1C
20: CCOc1ccc(N(CC(=O)NC(C)CC)S(=O)(=O)c2c(C)noc2C)cc1 (stereo unspecified)
21: COc1cc(-n2c(=O)c3ccccc3n(Cc3cccc(F)c3)c2=O)cc(OC)c1OC
22: O=C(NNC(=O)c1sccc1-n1cccc1)Nc1ccccc1
23: O=C(Nc1nc2c(ccc3ccccc32)s1)c1cc([N+](=O)[O-])ccc1N1CCOCC1
24: CC(C)OCC(O)CCc1n[nH]c(=S)n1-c1ccccc1 (stereo unspecified)

assay / compound	17	18	19	20	21	22	23	24
PPC-1+TRAIL kill	-3	27	-2	-7	20	8	19	0
BaF3 parental	-1	8	3	-1	3	4	7	2
RBBP9 inhibitor	-4	-2	-8	-12	9	-3	-8	-1
p97 inhibitor	8	2	-4	-15	1	6	4	4
Ba/F3 V617F tox	-6	2	1	6	-3	-1	-2	-3
Furin inhibitor	-16[20 µM]	-14	-4	6	-24	-23	-22	-20
EP2 antag	10	11	16	16	9	2	4	8
TbHK1 inh	4	2	-1	4	-5	6	-17	14
NCF1 inh	-5	-5	2	-1	-2	-2	-5	-8

25: CC1CC(CC(C)C(=O)Nc2nncs2)C(=O)O1 (stereo unspecified)
26: Brc1csc(C=Nc2ccc3c(c2)OCCOCCOCCOCCO3)c1
27: COc1cccc2c(=O)n(CC(=O)Nc3ccc(F)cc3F)ccc12
28: CCOC(=O)CN(C(=O)CNC(=O)c1cccs1)C(C(=O)NC1CCCC1)c1ccncc1 (stereo unspecified)
29: N/C(=N\N=C\c1ccco1)SC1CC(=O)N(c2ccc(C(=O)O)cc2)C1=O (stereo unspecified)
30: CCCc1noc2c1/C(=N\O)CC(c1ccccc1)C2 (stereo unspecified)
31: Cc1ccc(C(=O)Nc2ccc3cn[nH]c3c2)cc1S(=O)(=O)N1CCOCC1
32: Cc1ccc(NC(=O)n2ccc(-c3ccc(-n4ccnc4)cc3)n2)cc1

assay / compound	25	26	27	28	29	30	31	32
PPC-1+TRAIL kill	13	1	-9	-3	-10	6	19	12
BaF3 parental	4	2	1	9	2	4	9	2
RBBP9 inhibitor	6	2	-7	-3	-14	3	-9	7
p97 inhibitor	1	4	0	4	4	0	6	9
Ba/F3 V617F tox	-1	-4	-2	-2	-1	0	1	1
Furin inhibitor	-28[20 µM]	-20	-15	-7	-17	-8[20 µM]	-17	-6
EP2 antag	6	7	11	6	6	14	4	23
TbHK1 inh	-2	2	-18	-2	-15	25	-1	-1
NCF1 inh	-23	-17	-12	6	3	5	-12	9

# Along the list, quoted from above:
# Ba/F3 V617F tox, nos. 8 to 13: -1, -1, -1, 5, 3, 3
# RBBP9 inhibitor, nos. 8 to 13: -3, 5, -8, -5, 4, -3

# (further entries)
33: N#CCSc1nnc(-c2cccnc2)n1-c1ccccc1
34: Cc1c(NC(=O)c2noc(C(C)C)c2[N+](=O)[O-])c(=O)n(-c2ccccc2)n1C
35: O=C(N/N=C\c1ccc(Cl)cc1)c1sccc1-n1cccc1
36: CC(=O)c1cn(CC(=O)Nc2ccccc2)c2ccccc12
37: Cc1noc(C)c1COC(=O)CCc1nc2ccccc2s1
38: COCCNC(=O)COC(=O)/C=C/c1c(C)nn(Cc2ccc(Cl)cc2Cl)c1Cl
39: S=c1[nH]nc([C@@H]2C[C@H]2c2ccccc2)n1-c1ccccc1
40: C=CCn1c(-c2ccc(OC)cc2)nc2nc3ccccc3nc21

assay / compound	33	34	35	36	37	38	39	40
PPC-1+TRAIL kill	1	21	1	6	0	10	13	-7[5 µM]
BaF3 parental	0	6	3	6	-4	9	5	1
RBBP9 inhibitor	-1	3	-5	0	-7	-3	-7	8
p97 inhibitor	0	4	-2	2	4	-10	0	-1
Ba/F3 V617F tox	-2	-5	-1	-2	-4	-2	1	-2
Furin inhibitor	-8	-25	-22[20 µM]	-12[20 µM]	-26	-12[20 µM]	-10	-30[20 µM]
EP2 antag	8	8	9	7	7	4	2	12
TbHK1 inh	40	-5	0	6	5	-4	-3	-36
NCF1 inh	-12	-7	0	-8	-5	-4	7	-6

# Among those listed so far, these have a Cl atom:
35: O=C(N/N=C\c1ccc(Cl)cc1)c1sccc1-n1cccc1
38: COCCNC(=O)COC(=O)/C=C/c1c(C)nn(Cc2ccc(Cl)cc2Cl)c1Cl

assay / compound	35	38
PPC-1+TRAIL kill	1	10
BaF3 parental	3	9
RBBP9 inhibitor	-5	-3
p97 inhibitor	-2	-10
Ba/F3 V617F tox	-1	-2
Furin inhibitor	-22[20 µM]	-12[20 µM]
EP2 antag	9	4
TbHK1 inh	0	-4
NCF1 inh	0	-4

# Continued.
41: COc1ccc2nc(NC(=O)Cn3cnc4ccccc4c3=O)sc2c1
42: CC(C)(C)c1cc(C(=O)NCc2cccnc2)ccn1
43: Cc1ccc(-c2cc(C(=O)NN3CCOCC3)c3cc(Br)ccc3n2)o1
44: O=C(CN(Cc1cccs1)C(=O)CNS(=O)(=O)c1ccc(Cl)cc1)NCc1ccco1
45: CC(C)=C1C2CCC1C(C(=O)Nc1cc(C)cc(C)c1)C2C(=O)O (stereo unspecified)
46: O=C(/C=C/c1ccco1)NCc1ccccn1
47: OC(CCCCN1CCCCC1)c1ccccc1 (stereo unspecified)
48: COc1ccc(CCNC(=O)C(=O)Nc2ccc3c(c2)OCCO3)cc1OC

assay / compound	41	42	43	44	45	46	47	48
PPC-1+TRAIL kill	0	18	12	43	3	9	3	11
BaF3 parental	8	6	-1	3	2	-1	4	3
RBBP9 inhibitor	2	-6	-7	-4	1	-4	4	-7
p97 inhibitor	5	-2	-2	-1	3	8	0	0
Ba/F3 V617F tox	2	-2	3	-3	-2	0	0	-4
Furin inhibitor	-2	-27	-12	-20[20 µM]	-20	-18	-23	-2
EP2 antag	6	7	14	3	6	7	10	5
TbHK1 inh	-12	1	-15	-8	0	-9	1	-19
NCF1 inh	-35	-10	-2	-4	6	-11	-6	-4

49: O=C(Cc1ccccc1F)NCC1(N2CCOCC2)CCCCC1
50: COC(=O)c1cc2occc2n1Cc1ccc(Cl)cc1
51: CCN1C(=O)/C(=C\N2CCCCCC2)SC1=S
52: CCOC(=O)c1cc2c(n(-c3ccccc3)c1=O)CC(C)(C)CC2=O
53: CC1CC(OC(=O)CN2CCCCC2)CC(C)(C)C1 (stereo unspecified)
54: CCn1c(CNc2ccc(Cl)cc2)nnc1SCC#N
55: COc1ccc(OCCNC(=O)c2ccccc2OCC(=O)Nc2ccc(NC(C)=O)cc2)cc1
56: O=C(Cn1cncn1)N/N=C/c1ccc(Cl)cc1

assay / compound	49	50	51	52	53	54	55	56
PPC-1+TRAIL kill	14	11	-15	20	-22	nt	43	17
BaF3 parental	-2	6	2	5	-3	12	5	-2
RBBP9 inhibitor	-7	-5	0	-5	-2	-1	-8	-9
p97 inhibitor	-2	-4	3	-1	0	3	2	6
Ba/F3 V617F tox	-3	4	-2	1	-3	-2	2	-2
Furin inhibitor	-11	1[20 µM]	-18	-11[20 µM]	-32	-23	-20	-7
EP2 antag	8	5	3	9	8	6	27	8
TbHK1 inh	-11	5	-7	-19	0	-2	-8	-2
NCF1 inh	-3	-13	-14	-11	-15	0	-8	-5

57: COC(=O)c1cnc(Oc2ccc(NC(=O)NC(=O)c3ccccc3Cl)cc2)cc1C(F)(F)F
58: C=C(C(=O)c1ccccc1)C(c1ccccc1)C(C)C(=O)c1ccccc1 (stereo unspecified)
59: O=C(c1ccc(F)cc1)N1CCCC(C(=O)N2CCc3ccccc3C2)C1 (stereo unspecified)
60: COc1ccccc1OCC(=O)Nc1cccc(-c2nc3ccccc3o2)c1

assay / compound	57	58	59	60
PPC-1+TRAIL kill	16	-10	-16	6
BaF3 parental	4	3	-5	2
RBBP9 inhibitor	-6	-2	5	-4
p97 inhibitor	2	-3	3	-9
Ba/F3 V617F tox	-5	1	-1	-1
Furin inhibitor	-8	-6	-17	-15[20 µM]
EP2 antag	12	8	6	-5
TbHK1 inh	-7	4	-7	-12
NCF1 inh	-5	1	-5	-4
